SARS 3CLpro inh: SARS-CoV 3CLpro protease inhibition; 290,000 compounds, 0.14% hits; AID 1706; recombinant SARS-CoV 3CLpro, quenched FRET peptide cleavage; inhibition, % at 6 µM; P0C6X7; in the data active = inhibition above about 12%
PrPC surface inh: inhibitors of human cell surface prion protein PrPC; TR-FRET read-out; AID 720596; inhibition, % at 13.8 µM; 370,000 compounds, 0.43% hits; in the data active = inhibition above about 24%; note: 0% = median of the test wells and 100% = reference compound wells
Vc quorum ag: induces V. cholerae light production without autoinducers; V. cholerae BH1578 lux reporter, luminescence, 6 h; 350,000 compounds, 0.16% hits; activation, % at 18.7 µM; in the data active = activation mostly above about 9.7%, no sharp cut-off; inconclusive = no clear call, values can overlap the other calls; inactive = mostly below about 3.7%; note: not every result past the cut was called active; inactives centre near 0; reference of the scale not given here
BoNT A protease: blocks Botulinum neurotoxin A light chain protease; multiplex microsphere protease substrate cleavage, flow cytometry; inhibition, % at 10 µM; 360,000 compounds, 0.17% hits; note: plate controls were buffer without enzyme for full effect and enzyme alone for no effect
Y pestis TopoI: Y. pestis Topo-I inhibition via cleavage products. 360,000 compounds, 0.064% hits. Y. pestis Topo-I cleavage product accumulation, plate reader. activity, % at 10 µM. AID 504884; in the data active = activity above about 50%, passing the limit was not always enough; inconclusive = no clear call, values can overlap the other calls; note: inactives centre near 2
TcdB GH inh: inhibitors of Clostridioides difficile toxin B glycohydrolase; 350,000 compounds, 0.24% hits; AID 652162; inhibition, % at 9.99 µM; P18177; TcdB glycohydrolase enzymatic assay, plate reader; in the data active = inhibition above about 10%
PfHsp40 yeast: compounds rescuing yeast from Plasmodium falciparum HSP40 toxicity; S. cerevisiae expressing PfHsp40, growth rescue, ATP luminescence; 340,000 compounds, 0.68% hits; growth rescue, % at 12.5 µM; in the data active = growth rescue above about 28%, passing the limit was not always enough; inconclusive = no clear call, values can overlap the other calls;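 note: yeast W303a lacking pdr1 and pdr3 grown in galactose medium; growth measured after three days at 30 °C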
SSB-PriA inh: blocks PriA binding to SSB C-terminal tail | inhibition, % at 33 µM | 430,000 compounds, 0.6% hits | AlphaScreen SSBct-PriA binding, biotinylated peptide; in the data active = inhibition mostly above about 37%, no sharp cut-off; inactive = mostly below about 20%;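 note: plate controls were negative control peptide for no effect and reference peptide for full effect; strong numbers were not always called active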
Anthrax LF inh2: anthrax lethal factor protease inhibition; AID 588501; multiplex microsphere protease cleavage assay, LF; 360,000 compounds, 0.12% hits; P15917; inhibition, % at 10 µM; note: plate controls were buffer without enzyme for full effect and enzyme alone for no effect
Target sequence (P15917 whole entry, looked up): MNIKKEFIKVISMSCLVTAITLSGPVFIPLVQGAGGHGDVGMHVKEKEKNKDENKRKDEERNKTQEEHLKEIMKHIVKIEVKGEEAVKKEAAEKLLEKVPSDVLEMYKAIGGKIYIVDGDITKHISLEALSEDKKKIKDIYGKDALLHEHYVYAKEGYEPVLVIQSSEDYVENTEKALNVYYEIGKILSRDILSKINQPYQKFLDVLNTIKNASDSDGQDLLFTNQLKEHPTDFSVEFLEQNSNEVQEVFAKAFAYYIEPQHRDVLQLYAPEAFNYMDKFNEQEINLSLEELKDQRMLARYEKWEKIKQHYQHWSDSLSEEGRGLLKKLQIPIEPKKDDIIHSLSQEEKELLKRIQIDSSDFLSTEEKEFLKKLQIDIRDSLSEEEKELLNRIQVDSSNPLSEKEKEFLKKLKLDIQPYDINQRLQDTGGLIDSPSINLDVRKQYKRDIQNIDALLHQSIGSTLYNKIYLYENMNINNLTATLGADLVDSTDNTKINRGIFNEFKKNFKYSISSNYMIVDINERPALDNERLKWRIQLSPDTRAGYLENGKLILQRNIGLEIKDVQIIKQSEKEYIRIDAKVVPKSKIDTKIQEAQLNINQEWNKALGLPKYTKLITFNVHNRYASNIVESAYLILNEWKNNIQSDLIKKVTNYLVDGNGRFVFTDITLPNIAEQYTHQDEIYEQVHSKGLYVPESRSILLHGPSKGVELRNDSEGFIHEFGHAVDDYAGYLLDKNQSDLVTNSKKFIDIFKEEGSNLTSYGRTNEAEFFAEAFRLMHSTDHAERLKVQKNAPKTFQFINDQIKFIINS
Active calls of the source: *; i = inactive; u = inconclusive; x = not tested or not shown; & = joins results of further samples. Cut-off read from the data, not from the text of the source, unless noted: active = inhibition above about 30%; inconclusive = no clear call, values can overlap the other calls; inactive = below that. The list is partial. The share of hits here may be higher or lower than overall.

SMILES	SARS 3CLpro inh	PrPC surface inh	Vc quorum ag	BoNT A protease	Y pestis TopoI	TcdB GH inh	PfHsp40 yeast	SSB-PriA inh	Anthrax LF inh2
CC(C)(C)NC(=O)C(Cc1ccccc1)NS(=O)(=O)c1ccc2c(c1)CCC(=O)N2 (stereo not given)	1	2	-0.4	0.6	-6	x	0.3	-3	-3
Cc1ccc(CC(=O)Nc2ccccc2-c2ccccc2)cc1C	1	-6	-0.2	0.6	35	x	5.2	-12	2
COc1ccccc1N1CCN(C(=O)C2CC=CCC2C(=O)O)CC1 (stereo not given)	5	-3	i	0.2	2	x	2.1	-12	0
C#CCSc1nc2[nH]ncc2c(=O)[nH]1	-2	5	-0.2	-0.4	-5	x	0.0	-4	1
O=C(Nc1cccnc1N1CCOCC1)c1cccs1	-2	-3	i	4.2	0	3.3	1.5	-11	-13
CCOC(=O)C1CCCN(C(c2ccccn2)c2c(C)[nH]c3ccccc23)C1 (stereo not given)	4	-7	-0.3	-0.6	-7	0.4	-0.5	-15	0
COc1ccc(-n2cc(-c3ccccc3)[nH]c2=S)c(OC)c1	1	4	-1.8	0.1	11	1.1	-1.7	11	10
Cc1ccc(-c2csc(NC(=S)NC(=O)/C=C/c3ccco3)n2)cc1	-2	1	-1.0	-0.9	-4	x	-0.6	15	-5
Cc1ccc(NC(=O)c2cccc(C(=O)OC(C)C)n2)c(Br)c1	0	-2	i	-4.6	-1	1.8	-1.0	-18	-3
CC(=O)N1CCc2cc(S(=O)(=O)CCC(=O)Nc3ccc4c(c3)OCCO4)ccc21	1	5	i	-1.7	0	x	-1.1	-22	-4
N#Cc1cccc(NC(=O)CN2C(=O)NC3(CCCCCC3)C2=O)c1	x	-1	-0.3	0.7	-1	1.7	-1.5	0	3
COc1ccc(C(=O)NC(C)Cc2cnccn2)cc1OC1CCN(C(C)C)CC1 (stereo not given)	-1	-2	-3.1	-1.6	-2	0.0	-1.5	-4	-4
O=C(Nc1nncs1)C(Sc1ccccc1)c1ccccc1 (stereo not given)	5	-8	-0.3	-0.3	-3	x	-0.7	-7	-2
CCOc1ccccc1NC(=O)C1COc2ccccc2O1 (stereo not given)	-3	1	i	-3.0	12	0.5	4.5	-30	-4
O=C(c1cccc(-n2cccc2)c1)N1CCN(S(=O)(=O)c2c(F)cccc2F)CC1	3	-8	i	-0.3	26	-0.3	-0.4	22	4
CCOc1ccc(N(CC(=O)Nc2ccc(F)c(F)c2)S(=O)(=O)c2c(C)noc2C)cc1	-1	2	-0.3	-0.4	5	0.2	-0.1	-13	-1
CCOc1cc(C2NC(=O)NC(C)=C2C(=O)OCc2ccccc2)ccc1O (stereo not given)	1	7	-1.5	-0.8	5	1.9	-0.1	-8	-3
COC(=O)c1nn(-c2ccc(OC)cc2)c(=O)cc1Oc1ccccc1	-3	5	i	1.7	1	x	2.1	-14	-1
Oc1c(Cl)cc(CN2CCOCC2)c2cccnc12	x	5	4.2	3.2	-4	-0.7	u	115*	4
CCc1ccc(N(C(=O)c2snc(C(N)=O)c2N)C(C(=O)NCCC(C)C)c2c[nH]c3ccccc23)cc1 (stereo not given)	0	0	0.3	-0.3	6	x	-1.5	-9	-3
O=C(NCc1ccccc1F)C1CCCN1C(=O)NC1CCCCC1 (stereo not given)	-11	-5	-0.3	-0.6	0	x	1.0	-7	2
COc1ccc(NC(=O)N2CCCC2C(=O)NCc2cccs2)cc1 (stereo not given)	-6	3	-0.3	-0.7	5	0.9	0.1	-5	1
CC(=NCc1ccco1)c1c(C(F)(F)F)[nH]n(-c2nc3ccccc3s2)c1=O	5	3	i	0.7	-3	6.4	-0.5	-9	-5
O=C(C[C@@H]1C/C=C\C[C@H](Cc2ccc(F)cc2)C(=O)OC[C@H]2CCCN2C1=O)NCCO	x	10	-1.0	-0.6	9	-3.2	-0.4	x	-7
Cc1nc2ccccc2c(N)c1C(=O)/C=C/c1ccccc1	9	1	-0.9	-4.2	1	0.2	-0.1	-3	-2

Next compounds:
SMILES	SARS 3CLpro inh	PrPC surface inh	Vc quorum ag	BoNT A protease	Y pestis TopoI	TcdB GH inh	PfHsp40 yeast	SSB-PriA inh	Anthrax LF inh2
CCN(CC)Cc1c(CC(C)C)oc(C)c1C(=O)O	-2	-2	i	-0.8	3	x	1.0	-6	2
CCOC(=O)c1sc(N=NC2=C(O)CC(C)(C)CC2=O)c(C(=O)OCC)c1C	2	-3	-0.3	-0.6	0	3.2	-0.6	3	-8
CC(C)(C)OC(=O)N[C@@H](CCCCNC(=O)OCc1ccccc1)c1nnc([C@H](CCCCNC(=O)OCc2ccccc2)NC(=O)OC(C)(C)C)o1	x	x	-0.4	0.0	5	x	2.6	-5	-8
CCN(CC)C(=O)c1sc(NC(=O)Cc2cccs2)c(C#N)c1C	-4	3	-0.5	-0.5	1	1.0	-1.0	-11	-1
COc1cccc(C(=O)C2CCCN(Cc3ccccn3)C2)c1 (stereo not given)	5	2	-0.5	0.3	8	-6.2	-0.4	-20	-4
Cc1cc(C)c2c(n1)SCC(=O)N2CC(=O)Nc1cc(F)ccc1F	-2	8	-0.3	-0.4	0	-1.8	-1.1	-12	-4
CCc1nn(C(C)C(=O)N2CCN(c3ccccc3)CC2)c(=O)c2cc3occc3n12 (stereo not given)	9	6	i	-0.8	16	-0.9	3.8	15	-2
CCCCNC(=S)N=Nc1c(O)[nH]c2ccccc12	0	-1	-0.5	1.4	6	-0.8	6.2	25	-5
CC(C)CN(C(=O)Cn1c(C(F)(F)F)nc2ccccc21)c1c(N)n(Cc2ccccc2)c(=O)[nH]c1=O	x	-4	i	-0.2	5	0.5	0.0	-4	-2
O=C(NCCN1CCOCC1)c1ccc2c(c1)N(Cc1ccccc1F)C(=O)c1ccccc1S2(=O)=O	-5	1	-1.8	-0.1	2	1.4	0.4	-8	0
Cc1ccc2nc3c(cc2c1)c(NC(=O)c1ccco1)nn3CC(C)C	4	-1	-0.1	u	2	0.0	-0.4	-16	18
COc1cc(C2C(C(C)=O)=C(C)Nc3ncnn32)ccc1O (stereo not given)	1	-1	1.2	-0.2	6	x	0.1	-6	-5
O=C(CNC(=O)c1ccccc1F)NNC(=O)c1ccccc1O	x	7	-1.4	-0.9	-1	0.7	0.1	-10	1
CCOc1ccccc1NC(=O)CSc1ccc(-c2ccco2)nn1	-4	11	i	0.5	14	1.0	3.8	20&-1	1
Cc1cccc(NCc2ccccc2O)c1	-3	4	i	-0.3	-8	x	-0.1	0	-1
COC(=O)c1c[nH]n2c(=O)c(C(C)C)c(C)nc12	-2	6	4.2	-0.8	-1	1.0	-0.8	-14	1
Cc1cc(C(=O)NC2CC(C)(C)Cc3c2cnn3-c2ccc(F)cc2)no1 (stereo not given)	-5	8	9.4	0.9	8	-9.3	0.0	-17	-3
CCOC(=O)C1CCN(c2c(NCCCN(CC)c3ccccc3)c(=O)c2=O)CC1	7	4	2.7	u	14	x	-0.1	-4	0
O=c1c2ccccc2nc(-c2ccco2)n1Cc1ccccc1	3	-8	-0.4	0.8	-2	x	0.1	-4	-2
CCOCc1c(C(=O)Nc2ccc3nc(N4CCOCC4)sc3c2)oc2ccccc12	x	33*	6.2	-0.5	37	-5.0	u	-18	-2
O=C1C2C(C(=O)N1/N=C/c1cc(Br)cc([N+](=O)[O-])c1O)C1C=CC2C12CC2 (stereo not given)	-6	0	i	-0.4	-5	x	6.5	x	-2
Cc1ccc(NS(=O)(=O)c2ccc(NC(=O)c3ccccc3C(=O)O)cc2)c(C)c1	x	7	-0.1	-0.7	-5	-0.2	0.0	0	2
O/N=C/c1cn(-c2ccc(Cl)cc2)nn1	2	-3	2.2	-0.4	1	0.7	2.1	x	0
CC(=O)Nc1ccc(OCC=C(Cl)Cl)cc1	2	10	i	-0.8	0	x	0.0	-3	-2
Cc1cc(NC(=O)CCC(=O)N(c2ccccc2)C2(C(=O)NC3CCCCC3)CCCC2)no1	0	-4	-2.0	0.9	7	x	-0.8	1	-3

Other entries:
SMILES	SARS 3CLpro inh	PrPC surface inh	Vc quorum ag	BoNT A protease	Y pestis TopoI	TcdB GH inh	PfHsp40 yeast	SSB-PriA inh	Anthrax LF inh2
CCc1sc(NC(=O)c2cc3ccccc3oc2=O)nc1-c1cccs1	-5	6	-3.1	-0.3	2	-0.1	-0.2	3	-4
Cc1ccc2cc(CN(CCN3CCCC3)C(=O)Nc3ccc(F)cc3)c(=O)[nH]c2c1C	0	-6	x	1.7	1	x	1.6	10	0
CC(C)N(CC#CCC1(O)c2ccccc2-c2ccccc21)C(C)C	7	-6	i	3.8	-7	x	0.6	-3	0
NS(=O)(=O)c1ccc(CCNC(=O)c2nc(CS(=O)(=O)c3ccc(Cl)cc3)no2)cc1	0	3	-0.4	-0.7	6	-3.2	0.2	-1	1
COCCn1c(=NC(=O)CSC(C)=O)sc2cc(OC)ccc21	4	6	-0.6	0.6	6	0.9	-1.6	-5&3	-1
CC1=CC(c2ccccc2)n2nc(N3C(=O)C4CC=CCC4C3=O)nc2N1 (stereo not given)	-1	-3	7.1	0.1	15	x	-0.8	-5	-4
O=C(c1ccc(F)c(F)c1)N1CCCc2ccccc21	-3	1	i	-5.5	-2	-0.4	1.8	-1	-16
Cc1ccc(S(=O)(=O)N(Cc2ccc(C(F)(F)F)cc2)C(=O)N2CCN(C)CC2)cc1	x	-6	1.4	-0.1	4	2.7	2.5	-2	-6
O=C(CSc1nccc(=O)[nH]1)Nc1ccc(Oc2ccccc2)cc1	0	6	i	-1.1	-8	0.7	1.1	-10	6
Cc1ccc2nc(-c3cccc(Br)c3)c(Cc3cccc(Cl)c3)n2c1	x	1	x	2.0	x	3.6	x	x	7
CCOC(=O)N1CCN(C(=O)CCN2C(=O)/C(=C\c3ccccc3OC)SC2=S)CC1	5	x	i	5.0	2	x	1.0	11	2
CCOC(=O)CSc1nc(C)cc(Oc2ccc(=O)n(C)n2)n1	-1	-6	-0.3	-0.6	-2	-0.5	3.3	-7	-5
CCOC(=O)N1CCN(C(=O)c2ccc(SC)cc2OC)CC1	6	11	-0.9	-0.9	3	-8.3	1.5	-6	5
COc1cccc(-c2nc(CS(=O)CC(=O)NCCc3ccccc3)c(C)o2)c1 (stereo not given)	2	-5	-0.3	-0.3	12	0.0	0.6	-12	-1
CCOC(=O)c1c(C)nc2c3ccccc3ccn12	-2	0	-0.3	0.0	4	x	2.2	-18	-3
CC(C)COC(=O)/C(C#N)=C/c1cn(Cc2ccccc2)c2ccccc12	-1	5	-1.4	0.4	14	x	-1.4	-5	-2
CCN(CC)P(=O)(C(NC(=O)OC)C(F)(F)C(F)(F)C(F)(F)C(F)F)N(CC)CC (stereo not given)	7	1	i	2.8	-18	x	-1.2	-13	-3
CCCCOC(=O)C1=C(N)OC2=C(C(=O)CC(C)(C)C2)[C@]12C(=O)N(C)c1ccccc12	3	-3	-0.7	-0.3	-8	x	-0.2	-16	-1
O=C(Nc1ccc(F)cc1)N1CCN(C/C=C/c2ccccc2)CC1	4	-10	-0.5	1.3	5	x	1.5	2	-1
CCn1c(NC(C)=O)c(-c2ccccc2Cl)c(=O)c2ccccc21	-3	-4	-0.3	1.4	-5	0.2	-0.8	-2	2
COc1ccc(-c2nc(N)nc(C(F)(F)F)c2-c2csc(C)n2)c(O)c1	3	-6	-0.5	-0.4	4	1.3	13	-9	-6

In another format: 3 of the compounds above.
| canonical_smiles | SARS 3CLpro inh | PrPC surface inh | Vc quorum ag | BoNT A protease | Y pestis TopoI | TcdB GH inh | PfHsp40 yeast | SSB-PriA inh | Anthrax LF inh2 |
| --- | --- | --- | --- | --- | --- | --- | --- | --- | --- |
| CC(=NCc1ccco1)c1c(C(F)(F)F)[nH]n(-c2nc3ccccc3s2)c1=O | 5 | 3 | i | 0.7 | -3 | 6.4 | -0.5 | -9 | -5 |
| CCc1ccc(N(C(=O)c2snc(C(N)=O)c2N)C(C(=O)NCCC(C)C)c2c[nH]c3ccccc23)cc1 (stereo not given) | 0 | 0 | 0.3 | -0.3 | 6 | x | -1.5 | -9 | -3 |
| CC(C)(C)NC(=O)C(Cc1ccccc1)NS(=O)(=O)c1ccc2c(c1)CCC(=O)N2 (stereo not given) | 1 | 2 | -0.4 | 0.6 | -6 | x | 0.3 | -3 | -3 |

Screening results from PubChem BioAssay.
